Nrf2 ARE act: Nrf2 pathway activation; AREc32 ARE-luciferase reporter (MCF7-derived line), luminescence, 24 h; 410,000 compounds, 0.31% hits; Potency, µM (top dose mostly 46.1 µM), for inactives: top-dose activation, usual class: activators; also: potency is read from the fitted curve at half-maximal effect; % of control where 0% means no effect; nearly all actives have a fitted effect of over 65% in size
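AREc32 cells carrying an ARE-driven firefly luciferase, 1000 cells/well in OPTI-MEM with 5% FBS, dosed after overnight attachment and incubated 24 hr at 37 deg C. Steady-Glo luminescence read after 30 min at RT.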
CCT modulator: modulators of cytosolic chaperonin (CCT/TRiC) activity; purified chaperonin ATPase assay, HTRF ADP detection, 30 min; activity change, % (no concentration beside the values), hits read low; 360,000 compounds, 0.3% hits; in the data active = activity change below about -30%; also: % is scaled to controls: 0 for no effect and ±100 for the full control effect
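Nucleotide hydrolysis assay: TRiC at 20–40 nM final (set by batch activity) with 10 uM ATP, 30 min at 37 °C, in presence of 76 uM compound. Detection by competitive ADP HTRF, 30 min ambient.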
MmCpn inh: inhibitors of Methanococcus maripaludis chaperonin (MmCpn); Potency, µM (series often up to 76.9 µM), inactives show top-dose activity, negative = inhibition, most hits filed as inhibitors; 330,000 compounds, 0.031% hits; purified Mm-Cpn ATPase, ADP Transcreener TR-FRET; AID 504842; also: potency is read from the fitted curve at half-maximal effect; % is scaled to controls: 0 for no effect and ±100 for the full control effect; nearly all actives have a fitted effect of over 80% in size
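ATP (10 uM final) was added to archaeal chaperonin (25 nM final) after 10 min exposure to test compound at 37°C; after 30 min further incubation, ADP was detected by competitive TR-FRET.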
Nrf2 inh: Nrf2 pathway inhibition | A549 ARE-Fluc reporter, luciferase luminescence, 18-24 h | Potency, µM (top dose mostly 46 µM), inactives show at the highest dose activity change, negative = inhibition, hits mostly inhibitors | 360,000 compounds, 2.1% hits; also: potency is read from the fitted curve at half-maximal effect; % is scaled to controls: 0 for no effect and ±100 for the full control effect; nearly all actives have a fitted effect of over 60% in size
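Concentration-response testing used A549 ARE_Fluc cells at 5000 cells/well. Following an 18-24 h compound incubation, viability was read by fluorescence (Ex 405/Em 525) and luciferase output by luminescence.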
TGFb inhibitor: TGF-b pathway inhibition; HepG2 CAGA-GFP TGF-b/SMAD3 reporter, GFP fluorescence, 18 h; TGF-beta stimulated, 500 pg/mL final; Potency, µM (titrated, usually from 46.1 µM), inactives show at the top dose activity, negative = inhibition, usual class: inhibitors; 410,000 compounds, 1.2% hits; also: potency is read from the fitted curve at half-maximal effect; % is scaled to controls: 0 for no effect and ±100 for the full control effect; nearly all actives have a fitted effect of over 65% in size
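Read-out: total well GFP (ex488/em500-530) summed from mean per-cell fluorescence. Cells: HEPG2 CAGA-GFP, 1% FBS DMEM, 18 h at 37 degrees C with 500 pg/mL final TGF-beta. Unstimulated wells served as the full-inhibition control; stimulated DMSO wells = 0%.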
EPAC2 ag: activates human EPAC2 exchange factor. Q8WZA2. EPAC2 activation, biochemical qHTS; response scale: 100% = 6.5 mM cAMP response. Potency, µM (series often up to 154 µM), without a hit: at the top dose activation, actives largely listed as activators. 360,000 compounds, 0.079% hits. AID 720711; also: potency is read from the fitted curve at half-maximal effect; nearly all actives have a fitted effect of over 50% in size
Target sequence (Q8WZA2 whole entry, looked up): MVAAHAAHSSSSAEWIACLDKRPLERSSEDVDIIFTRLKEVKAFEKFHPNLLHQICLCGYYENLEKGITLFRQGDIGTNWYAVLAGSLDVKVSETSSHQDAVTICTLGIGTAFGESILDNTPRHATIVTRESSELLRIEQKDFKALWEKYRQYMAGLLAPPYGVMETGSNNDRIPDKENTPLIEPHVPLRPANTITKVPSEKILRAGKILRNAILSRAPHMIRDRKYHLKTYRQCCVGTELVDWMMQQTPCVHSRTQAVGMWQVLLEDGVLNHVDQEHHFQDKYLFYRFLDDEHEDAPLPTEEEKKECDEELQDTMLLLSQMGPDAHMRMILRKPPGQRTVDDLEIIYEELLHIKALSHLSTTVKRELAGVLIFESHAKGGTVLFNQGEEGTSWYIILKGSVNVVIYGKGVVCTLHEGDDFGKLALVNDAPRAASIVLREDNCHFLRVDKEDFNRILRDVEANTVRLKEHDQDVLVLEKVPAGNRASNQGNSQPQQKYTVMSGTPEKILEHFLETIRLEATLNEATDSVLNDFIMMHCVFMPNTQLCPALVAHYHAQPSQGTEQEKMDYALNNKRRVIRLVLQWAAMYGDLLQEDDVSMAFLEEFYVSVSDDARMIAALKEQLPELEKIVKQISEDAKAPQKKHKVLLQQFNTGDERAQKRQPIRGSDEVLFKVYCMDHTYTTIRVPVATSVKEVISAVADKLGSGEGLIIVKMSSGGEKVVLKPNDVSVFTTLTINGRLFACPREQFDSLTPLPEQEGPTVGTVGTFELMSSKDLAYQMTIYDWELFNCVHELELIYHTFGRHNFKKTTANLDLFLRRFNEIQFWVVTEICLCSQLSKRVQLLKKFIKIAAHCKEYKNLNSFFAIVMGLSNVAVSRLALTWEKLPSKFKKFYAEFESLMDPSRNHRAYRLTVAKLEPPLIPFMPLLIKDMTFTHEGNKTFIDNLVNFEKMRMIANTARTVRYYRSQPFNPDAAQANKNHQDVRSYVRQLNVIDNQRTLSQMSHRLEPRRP
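Readout is BODIPY fluorescence (480 nm excitation, 540 nm emission), which falls as labeled GDP is exchanged off Rap1B. EPAC2 at 100 nM acted on 250 nM RAP1B-BODIPY-GDP with 50 uM GDP present.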
A549 viability: A549 cytotoxicity, counter-screen for Nrf2 inhibitors. Potency, µM (titrated, usually from 46 µM), without a hit: at the highest dose activity change, negative = cytotoxicity, most hits filed as inhibitors. 390,000 compounds, 0.16% hits. AID 504648. A549 ARE-Fluc cells, CellTiter-Fluor viability, 18-24 h; also: potency is read from the fitted curve at half-maximal effect; % is scaled to controls: 0 for no effect and ±100 for the full control effect
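A549 ARE_Fluc cells in 5% FBS OPTI-MEM were exposed to compounds in concentration-response for 18-24 h at 37 deg C. Viability was read by CellTiter-Fluor fluorescence (Ex 405/Em 525) after 30 min, before the luciferase read.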
EPAC2 antag: blocks human EPAC2 exchange factor. Q8WZA2. EPAC2 GEF exchange of Rap1B-BODIPY-GDP, fluorescence. Potency, µM (series often up to 114 µM), without a hit: at the top dose activity, negative = inhibition, most hits filed as inhibitors. 360,000 compounds, 0.18% hits. AID 720708; also: potency is read from the fitted curve at half-maximal effect; % is scaled to controls: 0 for no effect and ±100 for the full control effect; nearly all actives have a fitted effect of over 45% in size; many of its hits are not listed in these tables
Akt phos inh: inhibitors of Akt phosphorylation; AID 651550; activity change, % for hits at 50 µM; Neuro2A IGF-stimulated pAkt S473 HTRF, 20 min; hits give low values; 360,000 compounds, 0.32% hits; in the data active = activity change below about -80%; inconclusive = mostly about -51% to -80%; also: % is scaled to controls: 0 for no effect and ±100 for the full control effect
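Single-point screen (50 µM final compound) in Neuro2A cells stimulated 20 min with 6 nM IGF at 37 deg C. After lysis, Ser473-phosphorylated Akt read by HTRF (ex 330 nm, em 615/665 nm) as the 665/615 ratio.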
* hit, by the source's call; i = inactive; ? = inconclusive; nt = no result given; [ ] = remark or other dose. Unless noted, calls follow the shape of the dose curve; as a rule, active = well fitted curve in the direction sought with a large enough effect; inconclusive = small, poorly fitted or top-dose-only effect, or another doubt; inactive = no such curve, though single readings can be large; an effect the other way counts as inactive or inconclusive.

| structure | Nrf2 ARE act | CCT modulator | MmCpn inh | Nrf2 inh | TGFb inhibitor | EPAC2 ag | A549 viability | EPAC2 antag | Akt phos inh |
| --- | --- | --- | --- | --- | --- | --- | --- | --- | --- |
| N#Cc1c(N)n(-c2cccc(Cl)c2)c2nc3ccccc3nc12 | -0.7% | nt | nt | 14% | 6% | nt | -4% | nt | nt |
| Cc1ccc(N2C(=O)c3ccc(C(=O)N4CCN(c5ccc(C)c(C)c5)CC4)cc3C2=O)cc1 | -0.3% | -2.2 | 1% | 0% | ? | 5% | 8% | -2% | i |
| CCOc1ccccc1NC(=O)CCCNC(=O)Cn1cnc2sc(C)c(C)c2c1=O | 2.1% | -3.4 | 1% | 4% | -19% | 12% | 3% | -3% | i |
| COc1cc(CNCCc2ccc(S(N)(=O)=O)cc2)ccc1OCC(=O)NC1CCCCC1 | -0.4% | -1.7 | 0% | 5% | -1% | 10% | 13% | -2% | i |
| CCc1ccc(-n2c(O)cnc2Nc2nc(C)cc(C)n2)cc1 | -0.6% | -2.4 | 0% | 4% | 5% | 3% | -4% | 8% | i |
| COc1ccccc1CNC(=O)CCC(=O)N1CCOc2ccc(Cl)cc21 | 0.5% | -0.4 | 0% | -24% | 7% | -5% | -5% | -2% | i |
| Cc1cc2cc3c(cc2nc1SCC(=O)Nc1c(C)cccc1C)CCC3 | -0.5% | 0.2 | -2% | 13% | -5% | 8% | 0% | 6% | i |
| O=C(Cc1sc(Nc2ccccc2)nc1-c1ccccc1)NCc1ccccc1 | 7.0% | -1.1 | ? | ? | ? | 28% | -26% | -6% | i |
| Cc1sc2nc(CSCC(=O)Nc3cc(F)ccc3F)[nH]c(=O)c2c1C | -0.4% | 0.1 | 2% | 1% | -5% | 10% | -2% | 0% | i |
| CCOC(=O)c1sc2cc([N+](=O)[O-])cc(SCC(=O)OC)c2c1N | 2.6% | -2.4 | -1% | nt | -6% | 0% | -5% | -2% | nt |
| COc1ccccc1C1(CCN=Cc2ccc(N(C)C)cc2)CCOC(C)(C)C1 (stereo not drawn) | 0.2% | -0.9 | -2% | 2% | -1% | 6% | 27% | -3% | i |
| O=C(COC(=O)Cn1[nH]c(=O)c2ccccc2c1=O)Nc1ncc(Cl)cc1Cl | -0.5% | -0.1 | 0% | 7% | 7% | 16% | 8% | -1% | i |
| O=C(NCCCn1ccnc1)C(=O)NCC(c1cccnc1)N1CCN(c2ccccc2)CC1 (stereo not drawn) | -0.6% | -2.9 | -1% | -13% | -15% | 15% | 16% | 9% | i |
| O=C(NCCCN1CCOCC1)C(=O)NCc1ccccc1Cl | 4.0% | -0.1 | -9% | 11% | -2% | 1% | 0% | 2% | i |
| O=C1NC(=O)N(Cc2ccccc2)C1=O | -0.4% | -0.8 | 0% | 0% | 11% | 1% | 3% | 1% | i |
| Cc1cc(N2C(=O)C(O)=C(C(=O)c3cc4ccccc4o3)C2c2cccc(Br)c2)no1 (stereo not drawn) | 7.0% | 0.6 | ? | 7% | 2% | -11% | 0% | 14% | i |
| COc1ccc(NC(=S)NNC(=S)Nc2cccc(C(F)(F)F)c2)cc1 | 0.5% | 1.8 | 2% | -18% | -29% | -2% | 5% | -17% | i |
| COCCOC(=O)c1c(C)n(C)c2ccc(OC(=O)c3ccco3)cc12 | -0.2% | -0.2 | -2% | 7% | 18% | -6% | -11%[1.84 µM] | -1% | i |
| CCOc1ccc(CN2CCN(Cc3ccsc3)C(CCO)C2)cc1CO (stereo not drawn) | -0.9% | 1.2 | 2% | -4% | 0% | 9% | -2% | 1% | i |
| COc1cc(/C=C2\SC(=O)N(CC(=O)Nc3ccc(C)cc3)C2=O)cc(Cl)c1OCC(=O)O | -0.7% | 1.5 | -1% | 15% | -2% | -4% | -2% | 4% | i |
| O=C(NC(=S)Nc1ccccn1)c1ccc(-c2ccccc2)cc1 | 0.0% | 0.2 | -4% | ? | ? | 8% | 5% | 4% | i |
| COc1ccc(C(C#N)CC(=O)c2ccc(OC)c(OCc3ccccc3)c2)cc1OC (stereo not drawn) | 12% | -3.0 | nt | nt | 0% | 12% | nt | -1% | i |
| Cc1c(NC(=O)c2cccc(NC(=O)C(C)Oc3ccccc3)c2)c(=O)n(-c2ccccc2)n1C (stereo not drawn) | -0.5% | -0.2 | nt | nt | -20% | 6% | nt | -6% | i |
| Cc1ccccc1CSc1nnnn1-c1ccc(C(N)=O)cc1 | 4.1% | -4.3 | -2% | -5% | ? | -4% | -2% | -6% | i |
| CCOc1ccc(C(CC(=O)O)n2cnnn2)cc1OC (stereo not drawn) | -0.3% | -2.5 | 3% | -6% | 28% | 16% | 5% | 4% | i |
| COc1cc(-c2ccc3cc(OC)c(OC)c(OC)c3c2)cc(OC)c1OC | 3.5% | -1.4 | nt | nt | ? | 24% | nt | -13% | i |
| CC(NC(=O)c1ccc2c(c1)sc1nc(-c3ccc(F)cc3)cn12)C12CC3CC(CC(C3)C1)C2 (stereo not drawn) | 0.3% | nt | nt | ? | 0% | nt | 20% | nt | nt |
| Cc1nc(N2CCN(C(=O)c3ccco3)CC2)c2c3c(sc2n1)CCCC3 | 0.4% | -4.5 | -1% | ? | ? | 18% | -23% | -2% | i |
| Cc1nc(SCc2nc3ccc(Cl)cc3[nH]2)c2oc3ccccc3c2n1 | 0.3% | nt | -11% | ? | 7.9µM* | 10% | -14% | -8% | nt |
| CC1(C(=O)Nc2ccc(F)cc2F)CCN1C(=O)Cc1ccccc1Cl (stereo not drawn) | -0.6% | -0.3 | nt | nt | 5% | 5% | nt | -14% | nt |
| C/C(=N\OC(=O)c1ccc(F)cc1)c1ccc(F)c(F)c1 | -0.9% | -0.4 | -5% | 9% | -1% | 3% | 15% | 2% | i |
| CCC(C)NS(=O)(=O)c1ccc(OCC(=O)NCc2ccco2)cc1 (stereo not drawn) | -0.3% | 1.9 | nt | 0% | 1% | 1% | -2% | -3% | i |
| Cc1ccc(/C=C/C(=O)OCC(=O)NCc2cccs2)o1 | ? | -1.2 | 0% | 12% | 2% | 4% | -3% | 4% | i |
| CC(=O)Nc1cc(-c2cccc(NS(C)(=O)=O)c2)cn2c(-c3ccc(F)c(Cl)c3)cnc12 | 4.9% | 0.7 | nt | nt | ? | 4% | nt | 2% | i |
| O=c1[nH]c2ccccc2c2nc(-c3cccc(S(=O)(=O)N4CCCC4)c3)nn12 | -0.1% | 1.4 | 1% | ? | 3% | -6% | -11% | 0% | i |
| Cc1ccc(S(=O)(=O)N(c2cccc(C(F)(F)F)c2)C2C=CS(=O)(=O)C2)cc1 (stereo not drawn) | 4.9% | -6.0 | 0% | -11% | -23% | -26% | 0% | -2% | i |
| Cc1nnsc1C(=O)NC1CCCc2c1cnn2-c1cc(F)cc(F)c1 (stereo not drawn) | -1.0% | -1.8 | 1% | ? | -32% | -4% | 2% | -3% | i |
| CC1CCCN(c2nc3nonc3nc2N2CCCC(C)C2)C1 (stereo not drawn) | -0.3% | -0.8 | 3% | -8% | -2% | 8% | -10% | 9% | i |
| O=c1[nH]c(=O)n(C(c2ccccc2)c2ccccc2)cc1Br | -0.1% | -2.5 | -4% | -4% | -7% | 5% | 4% | -1% | i |
| COc1ccc(NC(=O)COC(=O)c2cc([N+](=O)[O-])ccc2N2CCOCC2)cc1 | 0.6% | 2.1 | -7% | -8% | -7% | 6% | -18% | 15% | i |
| CCCCCOc1ccc(C2c3c(oc4ccccc4c3=O)C(=O)N2c2nc(C)c(C)s2)cc1OCC (stereo not drawn) | -0.6% | nt | nt | 10% | -18% | nt | 0% | nt | nt |
| CCc1ccc(C(C)NC(=O)/C(C#N)=C\c2cn[nH]c2-c2ccccc2)cc1 (stereo not drawn) | -0.5% | -1.8 | nt | nt | ? | 12% | -1% | -18% | -83%* |

Entries from the list above with fluorine, in the order listed:
| structure | Nrf2 ARE act | CCT modulator | MmCpn inh | Nrf2 inh | TGFb inhibitor | EPAC2 ag | A549 viability | EPAC2 antag | Akt phos inh |
| --- | --- | --- | --- | --- | --- | --- | --- | --- | --- |
| Cc1sc2nc(CSCC(=O)Nc3cc(F)ccc3F)[nH]c(=O)c2c1C | -0.4% | 0.1 | 2% | 1% | -5% | 10% | -2% | 0% | i |
| COc1ccc(NC(=S)NNC(=S)Nc2cccc(C(F)(F)F)c2)cc1 | 0.5% | 1.8 | 2% | -18% | -29% | -2% | 5% | -17% | i |
| CC(NC(=O)c1ccc2c(c1)sc1nc(-c3ccc(F)cc3)cn12)C12CC3CC(CC(C3)C1)C2 (stereo not drawn) | 0.3% | nt | nt | ? | 0% | nt | 20% | nt | nt |
| CC1(C(=O)Nc2ccc(F)cc2F)CCN1C(=O)Cc1ccccc1Cl (stereo not drawn) | -0.6% | -0.3 | nt | nt | 5% | 5% | nt | -14% | nt |
| C/C(=N\OC(=O)c1ccc(F)cc1)c1ccc(F)c(F)c1 | -0.9% | -0.4 | -5% | 9% | -1% | 3% | 15% | 2% | i |
| CC(=O)Nc1cc(-c2cccc(NS(C)(=O)=O)c2)cn2c(-c3ccc(F)c(Cl)c3)cnc12 | 4.9% | 0.7 | nt | nt | ? | 4% | nt | 2% | i |
| Cc1ccc(S(=O)(=O)N(c2cccc(C(F)(F)F)c2)C2C=CS(=O)(=O)C2)cc1 (stereo not drawn) | 4.9% | -6.0 | 0% | -11% | -23% | -26% | 0% | -2% | i |
| Cc1nnsc1C(=O)NC1CCCc2c1cnn2-c1cc(F)cc(F)c1 (stereo not drawn) | -1.0% | -1.8 | 1% | ? | -32% | -4% | 2% | -3% | i |

Compound activity from PubChem BioAssay.

These rows are one share of the data; the hit share may differ from the screen's.
